S1P4 agonist = agonists of human S1P4 receptor. activation, % at 4.98 µM. O95977. S1P4-expressing cell line, agonist reporter assay. 0.35% of 220,000 active; in the data active = activation above about 11%;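 note: 0% = DMSO vehicle and 100% = reference agonist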
eIF4E 4G PPI = blocks eIF4E binding to eIF4G. P63073+Q04637. TR-FRET eIF4E-eIF4GI(517-606) binding, 2 h. inhibition, % at 21.7 µM. 0.37% of 220,000 active;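 active = inhibition above about 30%, limit read from the data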;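 note: 0% = full FRET control wells and 100% = background wells lacking eIF4GI fragment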
PERK inhibitor = blocks human PERK kinase; CHO PERK-DD fusion, SEAP luminescence translation reporter; inhibition, % at 5.6 µM; 0.17% of 220,000 active; Q9NZJ5;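 active = inhibition above the mean inhibition of all tested compounds plus 3 SD, set separately per screening campaign, cut at about 2.9% in these data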;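 note: PERK kinase domain activated by AP20187 dimerizer at 100 nM; 0% = DMSO with dimerizer and 100% = rapamycin at 8.4 µM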
Target sequence (Q9NZJ5 whole entry, looked up, the tested form may be a part): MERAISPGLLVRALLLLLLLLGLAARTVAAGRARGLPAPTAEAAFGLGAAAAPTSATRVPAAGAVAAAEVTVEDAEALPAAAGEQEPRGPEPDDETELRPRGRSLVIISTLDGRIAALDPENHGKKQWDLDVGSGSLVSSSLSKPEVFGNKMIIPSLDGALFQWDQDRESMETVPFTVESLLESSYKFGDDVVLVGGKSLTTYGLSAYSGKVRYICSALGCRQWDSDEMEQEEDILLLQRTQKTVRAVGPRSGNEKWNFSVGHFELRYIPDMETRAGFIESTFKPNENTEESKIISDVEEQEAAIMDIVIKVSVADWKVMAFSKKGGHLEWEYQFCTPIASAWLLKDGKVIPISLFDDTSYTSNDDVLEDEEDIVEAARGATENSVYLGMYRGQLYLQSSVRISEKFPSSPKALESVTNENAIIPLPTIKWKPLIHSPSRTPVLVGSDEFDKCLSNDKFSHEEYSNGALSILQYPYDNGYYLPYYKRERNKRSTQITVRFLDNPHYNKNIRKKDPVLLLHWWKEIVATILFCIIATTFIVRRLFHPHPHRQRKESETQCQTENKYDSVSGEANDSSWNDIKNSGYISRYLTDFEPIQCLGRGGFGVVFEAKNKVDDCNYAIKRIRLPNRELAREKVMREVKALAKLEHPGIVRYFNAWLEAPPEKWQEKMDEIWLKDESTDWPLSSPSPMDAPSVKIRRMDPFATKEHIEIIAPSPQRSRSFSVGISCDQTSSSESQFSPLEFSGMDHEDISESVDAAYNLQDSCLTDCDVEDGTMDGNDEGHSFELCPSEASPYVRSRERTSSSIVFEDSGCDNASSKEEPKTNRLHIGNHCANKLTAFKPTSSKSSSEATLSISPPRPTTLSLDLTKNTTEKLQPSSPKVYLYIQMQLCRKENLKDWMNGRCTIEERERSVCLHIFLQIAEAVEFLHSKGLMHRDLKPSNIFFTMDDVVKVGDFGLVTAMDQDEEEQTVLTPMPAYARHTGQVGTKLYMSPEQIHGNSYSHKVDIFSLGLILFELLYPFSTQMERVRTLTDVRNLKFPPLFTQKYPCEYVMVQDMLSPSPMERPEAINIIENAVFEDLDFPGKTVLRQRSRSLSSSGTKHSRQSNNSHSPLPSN
Wee1 degr inh = blocks degradation of human Wee1 kinase | HeLa Luc-Wee1K328M stability, luciferase luminescence; 100% = proteasome inhibitor MG132 effect | AID 1321 | reporter increase, % at 5 µM | 1.2% of 220,000 active;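 active = activation above the mean of all tested compounds plus 3 SD, set per screening run, cut at about 8.8% in these data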;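 note: cells exposed to compound for 20 h before luminescence read; 0% = DMSO alone and 100% = MG132 at 30 µM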
Mdm2 ligase inh = inhibitors of human Mdm2 E3 ubiquitin ligase; Q00987; cell-based MDM2 ubiquitination luciferase reporter, 2 h; 0 = plate control, 100 = twice control, blank-subtracted; signal enhancement, % at 5 µM; 0.11% of 210,000 active;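 active = signal enhancement of 30% or more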;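 note: luminescence tracks abundance of the self-degrading MDM2-luciferase fusion protein; higher signal means inhibition of MDM2 E3 ligase activity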
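Assay system: stable mammalian line carrying autodegrading MDM2–luciferase fusion reporter; amount: 2000 cells seeded into each well; buffer or medium: DMEM; benchmarks: plate control and blank wells; signal: luciferase luminescence; timing: 2 h compound exposure at 37 °C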
BaF3 parental = reduces parental Ba/F3 cell viability, JAK2V617F counter-screen; CellTiter-Glo ATP luminescence; 1.1% of 220,000 active; AID 1486; inhibition, % at 5.6 µM;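 active = inhibition above a per-campaign cutoff, the mean inhibition of all tested compounds plus 3 SD, cut at about 27% in these data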;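 note: 0% = DMSO wells and 100% = JAK Inhibitor I control wells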
NPY2 pot ag = human NPY-Y2 potentiation or agonism, primary screen | activation, % at 3.6 µM | P49146 | cells expressing NPY-Y2, potentiator/agonist read-out | AID 1359 | 0.45% of 220,000 active; in the data active = activation above about 27%;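 note: cells stimulated with NPY near EC25 plus isoproterenol at EC100; 0% = vehicle plus submaximal agonist and 100% = vehicle plus saturating agonist; some results beyond the cut were filed as inactive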
S1P4 antagonist = blocks the human S1P4 receptor | O95977 | S1P4-expressing cells, antagonist mode, reporter read-out | inhibition, % at 4.98 µM | 0.26% of 220,000 active; in the data active = inhibition above about 29%;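 note: 0% = wells stimulated with agonist and 100% = vehicle wells without agonist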
Ba/F3 V617F tox = lowers viability of Ba/F3 cells expressing EpoR and JAK2V617F; ATP luminescence; inhibition, % at 5.6 µM; 1.1% of 220,000 active;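 active = inhibition above the campaign mean plus 3 SD over all tested compounds, cut at about 24% in these data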;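 note: cytokine-independent growth of Ba/F3 cells driven by EpoR plus mutant JAK2; 0% = DMSO-treated cells and 100% = JAK inhibitor I control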
Numbers without * were called inactive; nt = not tested or not shown; [ ] = remark or other dose. Rows are unselected, and some 4.1% of all compounds hit somewhere here.

No.	Compound	S1P4 agonist	eIF4E 4G PPI	PERK inhibitor	Wee1 degr inh	Mdm2 ligase inh	BaF3 parental	NPY2 pot ag	S1P4 antagonist	Ba/F3 V617F tox
1	Oc1ccccc1/C=N/Nc1nc2ccccc2o1	0.3	8	0.6	-3	-18	6	5	7	44*
2	O=C1CCCN1CCCNC(=S)Nc1ccc(F)cc1	-0.6	4	0.7	-3	12	6	0	11	-3
3	COc1ccc(CC2(C)OC(c3ccc(C)c([N+](=O)[O-])c3)=NN2C(C)=O)cc1 (stereo not drawn)	-0.5	0	-2.3	2	-12	1	-32	3	1
4	CC(=O)C(C)Oc1ccc(Cc2ncc(C(F)(F)F)cc2Cl)cc1 (stereo not drawn)	-0.1	1	1.1	0	-5	3	2	-8	-4
5	O=C(/C=C/Nc1ccc(F)cc1Br)c1ccccc1	0.8	4[fluorescence artefact?]	0.5	-1	-86	6	-3	7	0
6	CCOC(=O)C1=C(C)NC(=O)NC1c1cc2c(cc1Br)OCO2 (stereo not drawn)	-1.2	-5	-0.2	-1	-11	9	-1	-10	4
7	Cc1cccc(C(=O)N2CCN(c3ccccn3)CC2)c1	2.6	0	-0.5	3	nt	1	-5	-20	-2
8	O=C(NNC(=S)NCc1ccccc1)c1ccccc1OC(F)F	1.0	11	0.8	-4	12	3	-21	-19	-2
9	COc1ccc(CN2CCN(C(=O)c3cc(OC)c(OC)c(OC)c3)CC2)cc1OC	0.6	8	-0.5	1	-16	0	1	-31	-3
10	C=COC(=O)c1sc2nc(C)cc(C)c2c1N	1.6	-7	0.8	3	-17	15	17	-13	-1
11	CCO/N=C(\N)c1[nH]ncc1Br	0.5	1	0.1	-2	-13	0	-5	2	-3
12	COc1ccc(NC(=O)CNS(=O)(=O)c2ccc(Cl)cc2)cc1OC	0.6	-3[fluorescence artefact?]	0.5	15*	-65	3	7	0	-1
13	CN(C)c1ccc(C(=O)OCC(=O)Nc2ccc(S(N)(=O)=O)cc2)cc1	-0.2	-5	0.7	-1	1	10	7	1	3
14	CCCNC(=O)/C=C/c1ccc(S(=O)(=O)Nc2ccccc2OC)cc1	1.9	0	-0.1	-3	-12	11	-22	4	2
15	O=C(COC(=O)c1ccccc1NC(=O)c1ccccc1)c1cccc([N+](=O)[O-])c1	-0.2	15	-1.2	6	3	6	7	-11	2
16	Cc1cc(C)c2[nH]c(=O)c(CN(CC3CCCO3)C(=S)Nc3ccccc3)cc2c1 (stereo not drawn)	1.7	4	0.4	0	-8	5	7	-23	2
17	O=C(CSc1nnc(SCc2ccccc2Cl)s1)N/N=C/c1c[nH]c2ccccc12	1.6	1	1.6	-3	-7	9	0	-5	-1
18	Cc1cccc(NC(=O)C2CCN(S(=O)(=O)c3cccs3)CC2)c1	-0.4	-2	0.0	-2	-10	3	7	-3	-1
19	CC(C)CC1=NN(C(=O)c2ccco2)C(O)(C(F)(F)F)C1 (stereo not drawn)	1.4	-1	2.2	2	5	2	-16	-13	-2
20	Cc1ccc(C(=O)NCC(=O)NCCc2ccc(S(N)(=O)=O)cc2)s1	-0.1	0	0.8	-3	-9	0	5	0	-6
21	COc1ccc(N=CC2=C(O)c3ccccc3C2=O)cc1	-0.2	-2	-0.5	4	-79	6	2	8	1
22	COc1ccc(CNC(=O)NCc2ccc(OC)c(OC)c2)cc1OC	1.2	8	-0.7	-3	-5	4	0	-11	2
23	CCOc1ccc(NC(=O)CSc2nc3ccccc3c(=O)n2Cc2cccs2)cc1	0.4	-26	-0.4	1	4	5	7	-11	2
24	O=C(NCc1ccccn1)c1cc2n(n1)C(C(F)(F)F)CC(c1ccco1)N2 (stereo not drawn)	1.3	9	1.1	0	3	-1	0	-16	-5
25	CCOC(=O)CSc1nc(=O)n2ccccc2n1	-0.1	0	1.3	-1	-39	5	-20	-9	2
26	CC(C)(C)NC(=O)C(c1ccccc1)N(Cc1ccco1)C(=O)c1csnn1 (stereo not drawn)	0.6	0	0.1	-2	-11	4	11	-11	-3
27	CCC(=O)Nc1ccc(-c2nnc(SCc3ccc(C(=O)Nc4nccs4)cc3)n2CC)cc1	0.7	4	1.5	-1	-5	2	21	-12	-1
28	COc1ccccc1OCCC(=O)OCC(=O)c1c(N)n(C)c(=O)n(C)c1=O	0.5	-3	1.1	2	-1	-1	13	-12	0
29	COc1ccc(Cc2nc(-c3ccc(Br)o3)no2)cc1OC	-0.7	3	0.2	-1	-5	2	-15	-14	0
30	C=CCC1Cc2c(cccc2[N+](=O)[O-])C(CC=C)N1 (stereo not drawn)	0.5	0	0.0	3	3	3	13	-6	-1
31	Cc1ccc(-c2nc3ccccc3c(=O)n2NC(=O)c2cccs2)cc1	0.7	-1[fluorescence artefact?]	-1.5	-3	-12	4	-9	-5	4
32	CC(C)C(=O)N1CCN(c2ccc(NC(=O)c3ccc4c(c3)OCCO4)cc2)CC1	1.1	4	0.8	-2	7	6	5	-9	-1
33	COc1ccc(N(CC(=O)N/N=C/c2ccco2)S(=O)(=O)c2ccccc2)cc1	-1.1	6	-1.0	1	-3	-1	-14	-20	-1
34	CC(c1ccco1)N(C(=O)Nc1ccc(Cl)cc1)c1ccccn1 (stereo not drawn)	0.0	0	-0.4	0	-17	5	-1	-4	0
35	C/C(=N\NC1=NCCN1)c1ccc(N)c([N+](=O)[O-])c1	-0.5	7	0.7	0	-5	1	10	-11	2
36	CC(=O)Nc1sc(C)c(C)c1C(=O)Nc1ccc(C)cc1	1.9	4	0.0	2	-14	3	-3	-10	-2
37	COC(=O)c1ccccc1Sc1c(/C=N/OCc2ccc(Cl)cc2)c(C(F)(F)F)nn1C	1.5	1	1.0	-2	9	4	6	-12	-3
38	CN1CCC(=NNC(=O)C(=O)Nc2ccc(F)cc2)CC1	1.2	-2	-0.1	-4	-3	4	2	-11	-2
39	O=C(O)c1ccccc1C(=O)NNc1ccc(Cl)cc1	-1.2	4	1.1	2	-17	7	-5	-40	0
40	NNC(=O)CN1C(c2ccccc2Br)=Nc2ccc(Br)cc2C1c1ccccc1 (stereo not drawn)	3.9	-4	-0.8	11*	nt	6	-5	-10	0
41	CCCOc1ccc(N2C(=O)CC(N(CCc3ccc(OC)cc3)C(=O)c3cccc(F)c3)C2=O)cc1 (stereo not drawn)	-0.2	6	-0.4	-1	0	1	0	-13	-4
42	Cc1cccc(C(=O)NC2CC(C)(C)NC(C)(C)C2)c1	-1.5	2	2.0	0	21	-2	16	4	-4
43	CCOC(=O)N1CCC(N(CCN(C)C)C(=S)Nc2ccccc2OC)CC1	1.0	-3	1.1	-3	-3	3	7	5	-3
44	COc1ccc(OC)c(/C=N/NC(=O)CCCC(=O)Nc2cccc(Br)c2)c1	1.8	8	0.0	1	-5	3	10	-9	-3
45	CSc1nc2ccsc2c(=O)n1-c1cccnc1	-2.3	0	1.7	0	3	-2	3	-7	-4
46	CC(C)Oc1cccc(C(=O)Nc2ccccc2N2CCOCC2)c1	-1.2	-1[fluorescence artefact?]	-1.9	-3	13	5	-17	-11	2
47	COCCNC(=S)Nc1ccc(S(=O)(=O)Nc2cnc3ccccc3n2)cc1	-0.9	-3	0.3	-3	-13	3	1	-24	4
48	CC(=O)N1c2c(cc(Br)cc2S(=O)(=O)NCc2cccnc2)CC1C (stereo not drawn)	-0.1	4	-0.4	4	-5	3	-7	-15	5
49	COC(=O)c1ccc(NC(=O)C(=O)N2CCN(C(=S)Nc3cccc(C)c3C)CC2)cc1	2.2	-7	0.6	2	-3	4	4	-25	-6
50	O=C(CCCN1C(=O)c2ccccc2C1=O)Nc1cccc(S(=O)(=O)NC2=NCCC2)c1	1.5	1	0.4	0	-3	4	-2	2	-3
51	CC(=O)N=C1SC2CS(=O)(=O)CC2N1c1cccc(Cl)c1Cl (stereo not drawn)	-0.4	4[fluorescence artefact?]	-0.8	0	0	1	-7	-11	-1
52	CC(C)C(=O)N/N=C/c1ccc(OCc2ccccc2)cc1	0.6	4	2.3	2	-16	3	5	-10	0
53	CC(=O)c1c(NC(=O)c2ccccc2)[nH]c(-c2ccccc2)nc1=S	-0.4	-3	1.9	-1	0	5	-4	3	0
54	CCCCOc1ccc(-c2nnn(C(C)C(=O)OCC)n2)cc1 (stereo not drawn)	-0.1	-4	0.1	-2	-20	-2	-14	-13	0
55	c1ccc(Nc2nc3ccccc3n3cnnc23)cc1	-1.0	1	2.2	-2	-11	8	10	7	0
56	O=C1OC(c2ccc(Cl)cc2)=N/C1=C\C=C\c1ccco1	0.7	4	0.4	-3	-10	6	-5	-4	-2

Remaining list, next part
No.	Compound	S1P4 agonist	eIF4E 4G PPI	PERK inhibitor	Wee1 degr inh	Mdm2 ligase inh	BaF3 parental	NPY2 pot ag	S1P4 antagonist	Ba/F3 V617F tox
57	COc1cc(/C=N/Nc2ccc(Cl)c(C(=O)O)c2)ccc1OC(=O)c1cccs1	12*	-4	-0.6	-3	-6	2	1	-15	4
58	COc1cc(C2c3c(oc4c(C)cc(C)cc4c3=O)C(=O)N2Cc2cccnc2)ccc1O (stereo not drawn)	0.6	nt	-0.5	-2	nt	-2	3	-4	-4
59	COc1cccc(NC(=S)NNC(=O)c2c([N+](=O)[O-])c(C)nn2C)c1	-0.5	2	0.1	-4	-21	2	-10	-3	0
60	CCOC(=O)C1(Cc2ccccc2C)CCCN(Cc2cc(OC)c(O)c(OC)c2)C1 (stereo not drawn)	0.0	-2	-0.1	0	-12	3	-7	-20	0
61	CC(C)Cn1c(N)c(C(=O)COC(=O)c2cccnc2Cl)c(=O)n(C)c1=O	4.7	0	0.4	-2	-13	0	11	-10	-3
62	COc1ccc(/C=N/NC(=O)C(=O)NCC2CCCO2)cc1 (stereo not drawn)	-0.9	2	0.0	0	nt	3	0	-23	-5
63	Cc1[nH]ncc1N=Cc1ccc([N+](=O)[O-])cc1	2.8	5	0.4	-1	2	5	-14	0	0
64	CCCN1C(=O)/C(=C/c2ccncc2)SC1=S	-0.2	6	0.8	-2	2	1	0	3	-3

Complete entries, quoted from the list.
Shown for CCCN1C(=O)/C(=C/c2ccncc2)SC1=S : S1P4 agonist: -0.2; eIF4E 4G PPI: 6; PERK inhibitor: 0.8; Wee1 degr inh: -2; Mdm2 ligase inh: 2; BaF3 parental: 1; NPY2 pot ag: 0; S1P4 antagonist: 3; Ba/F3 V617F tox: -3
Shown for CCOC(=O)C1(Cc2ccccc2C)CCCN(Cc2cc(OC)c(O)c(OC)c2)C1 (stereo not drawn) : S1P4 agonist: 0.0; eIF4E 4G PPI: -2; PERK inhibitor: -0.1; Wee1 degr inh: 0; Mdm2 ligase inh: -12; BaF3 parental: 3; NPY2 pot ag: -7; S1P4 antagonist: -20; Ba/F3 V617F tox: 0

Going on with the list:
No.	Compound	S1P4 agonist	eIF4E 4G PPI	PERK inhibitor	Wee1 degr inh	Mdm2 ligase inh	BaF3 parental	NPY2 pot ag	S1P4 antagonist	Ba/F3 V617F tox
65	N#Cc1ccc2c(c1)NC(=O)C1CCCN21 (stereo not drawn)	0.9	2	0.4	-2	-24	6	-3	-6	2
66	COC(=O)/C(=C\Nc1ccc(Cl)cc1Cl)NC(=O)c1ccc(Cl)cc1Cl	-4.0	-4	-0.7	2	-17	3	-8	9	-1
67	CC(C)(C)n1nnnc1C(c1cccs1)N1CCN(c2ccccc2)CC1 (stereo not drawn)	-0.4	0	0.0	-2	-6	2	20	-12	-4
68	COc1cccc(/C=C/C(=O)c2ccc(NC3=NCCCS3)cc2)c1	1.7	-2	0.2	0	-11	1	-2	-3	-3
69	Cc1cc(C)nc(/N=C(/NC(=O)Nc2cccc(Cl)c2)Nc2ccccc2)n1	1.7	-3	0.8	1	2	7	0	-7	-2
